# Compound activity (PubChem BioAssay)
# CXCR6 inh: CXCR6 (human) receptor inhibition; O00574; CHO-K1 PathHunter CXCR6 beta-arrestin, luminescence; inhibition, % at 20 µM; 360,000 tested, 0.36% active; AID 602244; in the data active = inhibition above about 34%, passing the limit was not always enough;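 note: antagonist mode with CXCL16 agonist at 10 nM final; 0% = 10 nM CXCL16 with DMSO and 100% = unstimulated wells without agonist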
# APJ antagonist: antagonists of human APJ apelin receptor. P35414. CHO-K1 APJ beta-arrestin complementation, luminescence. inhibition, % at 20 µM. 330,000 tested, 0.32% active. AID 2521;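 active = inhibition above about 40% at 20 µM, limit read from the data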;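 note: cells challenged with 10 nM apelin-13 agonist together with compound; plate controls were apelin-13 plus DMSO wells for no effect and DMSO wells lacking apelin-13 for full effect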
# UBC13 inh: inhibitors of human UBC13 polyubiquitin chain formation | AID 485273 | 330,000 tested, 0.47% active | inhibition, % at 20 µM | P61088 | TR-FRET; in the data active = inhibition above about 45%, passing the limit was not always enough
# Target sequence (P61088 whole entry, looked up): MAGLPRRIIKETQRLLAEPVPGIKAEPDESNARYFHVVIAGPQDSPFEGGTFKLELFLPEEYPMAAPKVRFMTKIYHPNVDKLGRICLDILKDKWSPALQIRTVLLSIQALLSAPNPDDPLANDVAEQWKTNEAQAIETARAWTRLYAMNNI
# EBI2 block: EBI2 (human) antagonism; 360,000 tested, 0.81% active; inhibition, % at 5 µM; P32249; EBI2 beta-arrestin recruitment, luminescence, 7a,25-OHC stimulated; in the data active = inhibition above about 38%;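 note: enzyme fragment complementation signal reports receptor beta-arrestin coupling in cells; 0% = agonist plus DMSO wells and 100% = wells without agonist; some results beyond the cut were filed as inactive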
# Target sequence (P32249 whole entry, looked up, the tested form may be a part): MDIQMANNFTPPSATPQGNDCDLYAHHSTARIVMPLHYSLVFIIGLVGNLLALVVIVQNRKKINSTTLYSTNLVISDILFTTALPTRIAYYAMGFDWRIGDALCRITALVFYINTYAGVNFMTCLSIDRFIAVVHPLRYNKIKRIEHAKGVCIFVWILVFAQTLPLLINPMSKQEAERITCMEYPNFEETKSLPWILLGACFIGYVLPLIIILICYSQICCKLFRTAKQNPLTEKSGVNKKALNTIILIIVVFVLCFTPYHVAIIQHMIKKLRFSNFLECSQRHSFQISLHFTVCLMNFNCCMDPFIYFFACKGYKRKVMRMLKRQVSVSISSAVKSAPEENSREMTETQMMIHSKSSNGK
# Jurkat NFkB inh: inhibitors of the PMA/ionomycin-induced NF-kB reporter in Jurkat cells; 330,000 tested, 0.53% active; inhibition, % at 4 µM; AID 435003; PMA/ionomycin-induced NF-kB luciferase reporter, luminescence; in the data active = inhibition above about 50%
# 697 NFkB inh: inhibitors of the PMA/ionomycin-induced NF-kB reporter in 697 B cells; 697 B-cell NF-kB luciferase reporter, 16 h; inhibition, % at 4 µM; 330,000 tested, 0.33% active; AID 435022; in the data active = inhibition above about 35%
# CCR6 antag: blocks CCL20-driven beta-arrestin recruitment at human CCR6; inhibition, % at 20 µM; 340,000 tested, 0.49% active; CHO-K1 CCR6 PathHunter beta-arrestin, luminescence, CCL20-stimulated; P51684;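 active = compounds whose inhibition of the agonist-driven luminescence signal at 20 µM reaches about 50%, limit read from the data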;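 note: cells stimulated with CCL20 at 14 nM final; plate controls were DMSO with CCL20 for no effect and DMSO without agonist for full effect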
# Target sequence (P51684 whole entry, looked up): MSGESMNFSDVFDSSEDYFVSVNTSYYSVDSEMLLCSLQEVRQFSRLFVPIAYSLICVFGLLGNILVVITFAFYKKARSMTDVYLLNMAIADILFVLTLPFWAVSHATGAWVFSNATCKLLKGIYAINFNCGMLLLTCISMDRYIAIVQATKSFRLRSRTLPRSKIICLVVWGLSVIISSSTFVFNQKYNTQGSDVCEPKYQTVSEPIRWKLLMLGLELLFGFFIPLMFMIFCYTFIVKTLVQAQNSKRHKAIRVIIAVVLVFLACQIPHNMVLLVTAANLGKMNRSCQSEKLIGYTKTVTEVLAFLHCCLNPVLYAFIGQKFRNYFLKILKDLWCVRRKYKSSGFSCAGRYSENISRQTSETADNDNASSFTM
# Gli-Sufu block: blocks Gli-Sufu signaling in a luciferase reporter | Sufu-KO-LIGHT fibroblasts, Gli luciferase reporter luminescence | inhibition, % at 5 µM | 340,000 tested, 0.74% active | AID 588413;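 active = inhibition above about 55%, limit read from the data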;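 note: 0% = DMSO-treated cells and 100% = wells with medium but no cells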
# Active calls of the source: *; . = not tested or not shown.
mol	CXCR6 inh	APJ antagonist	UBC13 inh	EBI2 block	Jurkat NFkB inh	697 NFkB inh	CCR6 antag	Gli-Sufu block
O=C(CSCc1ccccc1)N/N=C/c1ccc(OCC(=O)N2CCCCC2)cc1	1	.	.	-8	.	.	18	-5
Cc1cc([N+](=O)[O-])c2c(c1C)C1C=CCC1C(c1ccccn1)N2 (centres undefined)	.	-31	-28	.	-10	-30	.	.
O=C(CSCc1nc2ccccc2[nH]1)Nc1ccccc1	-9	10	0	-8	-4	1	4	-12
Cc1ccccc1OC(C)C(=O)N1CCN(c2ccccn2)CC1 (centres undefined)	-3	5	8	8	9	-10	2	5
Cc1cc(SCC(=O)N/N=C/c2ccc(O)cc2O)nc2ccccc12	-14	-13	-14	17	7	-56	0	16
CCc1cccc2c(C(=O)COC(=O)c3cnc(C)cn3)c[nH]c12	5	9	-6	-5	9	18	3	5
C[C@@H]1Cc2c(O)c(O)cc(O)c2C(=O)O1	-21	-128	5	-8	17	9	-5	1
CC(=O)N1CCC(=NNc2ccc(S(N)(=O)=O)cc2[N+](=O)[O-])CC1	-1	-14	-47	-7	13	12	6	3
Cc1cc(C)n(CCN(C)Cc2cn[nH]c2-c2ccc(F)cc2F)n1	3	4	0	-4	4	9	9	5
CCOc1ccc(C(=O)CCC(=O)NC(C)C(=O)OC)cc1 (centres undefined)	4	-2	-1	3	6	9	-2	-8
O=C(NNS(=O)(=O)c1ccccc1)c1ccc(O)cc1	-2	3	-2	-4	4	-17	-3	34
C/C(CC(=O)Nc1cc(Cl)ccc1Cl)=N\NC(=O)COc1cccc(C)c1	6	28	1	9	17	4	6	13
COc1ccc(NC(=O)C2Cc3ccccc3C(=O)O2)cc1 (centres undefined)	-1	-50	6	5	1	-5	11	-15
COc1ccc(OCCN(C)CC(=O)Nc2ccccc2SC)cc1	7	0	8	-9	-8	-8	15	10
CC(Cl)C(=O)Nc1ncc(C(F)(F)F)cc1Cl (centres undefined)	-1	-10	7	1	13	19	-21	-2
CC(=O)N1c2ccccc2C2(C)C(C1(C)C)C2(Cl)Cl (centres undefined)	2	14	2	1	21	10	8	-12
CCOc1ccc(/C=N/NC(=O)Nc2ccccc2)cc1	5	14	0	18	-129	-149	-12	-130
Cc1cc(C)nc(N2CCCC(C(=O)Nc3nc4ccc(S(C)(=O)=O)cc4s3)C2)n1 (centres undefined)	5	23	9	11	1	15	-3	-1
COc1ccc(CC(=O)Nc2c(C(N)=O)oc3ccccc23)cc1OC	1	-6	5	-6	11	17	1	17
OCC[C@H]1C[C@H](O)[C@@H](O)[C@]2(CCCCO2)O1	3	-33	-2	-4	19	17	-3	-10
CCOC(=O)CN1C=C(c2ccc3ccccc3n2)C(C[N+](=O)[O-])c2ccccc21 (centres undefined)	4	11	-112	3	-41	-36	-16	10
CC[C@@H]1Cc2cc(O)ccc2C2=C1c1ccc(O)cc1C[C@H]2CC	-3	8	-1	49*	25	-7	33	26
CN(C)CCCN1C(=O)C(O)=C(C(=O)c2cccs2)C1c1cccc([N+](=O)[O-])c1 (centres undefined)	.	4	-8	.	-1	12	.	.
CCN(C(=O)COC(=O)C(C)(C)Oc1ccc(Cl)cc1)c1c(N)n(Cc2ccccc2)c(=O)[nH]c1=O	8	.	.	7	.	.	2	-1
O=C(Cn1c(=O)sc2ccccc21)Nc1ccc(S(=O)(=O)N2CCCCC2)cc1	-7	-15	-6	8	-4	-19	2	23
Cc1ccc2nc(C)c(C(=O)N/N=C/c3ccco3)cc2c1	0	-15	3	-1	3	-11	-1	1
COc1cccc(NC(=O)c2ccc(NC(=O)C(C)(C)C)cc2)c1	-9	-4	-12	22	-97	-87	11	-59
COc1ccc(C(=O)NC23CC4CC(CC(C4)C2)C3)cc1OC	-1	-18	-8	-6	29	-48	-3	-25
CCOc1ccc(NC(=O)CSc2nc(C)c3c(c2C#N)CCCC3)cc1	12	12	5	14	5	3	16	-3
Cn1cccc1C(=O)OCc1ccc(F)cc1	3	11	3	0	8	3	18	-14
O=C(NCCN1CCN(c2cccc(Cl)c2)CC1)Nc1ccccc1	0	4	12	1	-9	26	22	-1
COc1ccc(/C=C(/NC(=O)c2ccco2)C(=O)N2CCc3ccccc32)cc1OC	-10	11	-10	-8	-1	22	2	17
O=C(COC(=O)c1ccc(F)cc1)Nc1ccc(Cl)cn1	-1	3	7	4	-2	3	-4	3
O=c1cc[nH]c2ccc(OC(F)(F)F)cc12	5	5	5	-10	7	-1	6	10
COC(=O)CCC(=O)c1oc2ccccc2c1N	-3	-29	-7	-8	-13	2	-14	-19
COc1ccc(S(=O)(=O)N(CC(=O)N2CCN(C)CC2)C2CCCCC2)cc1OC	0	9	3	3	-2	0	5	12
O=C(Nc1ccc(Cl)cc1Cl)C1=Cc2ccccc2OC1	-3	11	3	6	-100	-131	8	2
CCn1c(SCC(=O)NC)nnc1C(C)C	-10	1	0	-2	-1	9	-1	-2
Cc1ccc2cccc(NC(=S)NC(=O)c3ccccc3)c2n1	25	-2	3	12	-5	-3	32	11
CC(=C/C(=O)O)/C(=C\c1ccc(Br)o1)C(=O)O	-12	-33	0	0	3	20	4	-7
COc1ccc2nc(NC(=O)Nc3ccccc3OC)sc2c1	-10	-6	5	4	-78	-296	-29	-128
Cc1cccc(NC(=O)c2ccccc2C(=O)Nc2cccc(C)c2)c1	16	12	-2	4	5	-1	10	-2
CC(C)OC(=O)/C(C#N)=C/c1ccc(-c2ccc(SC(F)F)cc2)o1	10	12	3	14	-8	-33	12	-17
CCc1ccccc1NC(=O)CN(c1cccc(OC)c1)S(C)(=O)=O	7	11	-8	-3	-7	-21	1	92*
Cc1c(Cl)cccc1NC(=O)CCC(=O)NNC(=O)CCC(=O)O	-2	9	-2	5	-3	7	-6	0
C/C(N)=C(/C#N)C(=O)CSc1nn(-c2ccc(Cl)cc2)c(=S)s1	4	17	1	2	-28	-42	7	-20
O=c1c2ccccc2nc(/C=C/c2ccccc2)n1CCCO	0	3	0	1	5	-4	-4	5
O=C(CCc1c[nH]c2ccccc12)NCC1COc2ccccc2O1 (centres undefined)	9	-19	3	12	-16	1	-12	-3
Cc1c(/C(O)=C2/C(=O)C(=O)N(CCN(C)C)C2c2ccc(C(C)C)cc2)cnn1-c1ccccc1 (centres undefined)	5	20	1	-6	-4	10	4	9
COc1ccc(C2=NS(=O)(=O)N(C)C(C(=O)NCc3ccccc3)=C2)cc1OC	9	16	-3	4	13	-1	12	2
CCCn1ncc(CN2CCC(Oc3ccc(C(=O)N4CCCC4)cc3)CC2)c1C	-14	9	-5	3	-21	-40	-2	19
CCC[n+]1cn(/C(C(=S)Nc2cccc(Cl)c2C)=C(/[O-])c2ccc(OC)c(OC)c2)c2ccccc21	6	22	1	-3	10	-45	17	15
O=C(CC1(O)C(=O)Nc2ccccc21)c1ccc(-n2cnnn2)cc1 (centres undefined)	-7	-1	-1	9	-23	-30	-13	-13
CCCc1nc2ccccc2c(=O)n1-c1ccc(C(=O)OCC)cc1	-4	8	1	-8	-5	-15	11	5
Cc1ccnc(NC(=O)CNC(=O)c2cccs2)c1	11	5	2	-7	-6	13	-6	-9
O=C(CCS(=O)(=O)c1ccccc1)NCCS(=O)(=O)c1ccccc1	-10	-11	-1	-12	-11	19	5	-8

# (cont.)
mol	CXCR6 inh	APJ antagonist	UBC13 inh	EBI2 block	Jurkat NFkB inh	697 NFkB inh	CCR6 antag	Gli-Sufu block
COc1ccc(CN/C(C)=C(/C#N)C(N)=O)cc1OC	-11	1	7	-1	5	0	1	3
CC1(C)CC(NC(=O)c2ccncc2)CC(C)(C)N1O	5	18	5	-6	3	6	-1	-2
Cc1ccc(C)c(NC(=O)C(=O)NCC2CCCN2S(=O)(=O)c2cccs2)c1 (centres undefined)	-2	4	3	0	7	15	12	-1
COCCNC(=S)NN=C1CCC(c2ccccc2)CC1 (centres undefined)	5	-9	12	6	-4	10	6	9
CCc1cc(C(=O)c2ccc(OC)cc2)c(NC(=O)CN2CCCCC2)s1	14	-17	0	14	-4	2	17	-4
CC(=O)c1c(C)[nH]c(C(=O)NCCC2=CCCCC2)c1C	-1	1	4	19	-49	-121	11	-58
CCc1sc(C(=O)NCc2ccccc2)cc1C	-17	-14	-4	6	-9	8	17	1
OCCNCCOc1ccc(Cl)c(Cl)c1	-12	5	4	-15	12	-3	3	26
O=C(Cc1ccccc1[N+](=O)[O-])c1ccc2c(c1)OCO2	10	.	.	-12	.	.	10	-48
Cc1cccc(-n2c(SCC(=O)NCc3ccco3)nnc2-c2ccco2)c1	1	0	-4	3	-7	6	12	-6
COc1ccc(-n2c(SCC(=O)Nc3cccc4ccccc34)nc(O)cc2=O)cc1	3	7	-5	-7	9	8	-5	9
CCOc1ccc(N2CC(C(=O)Nc3cccc(S(=O)(=O)NC4=NCCC4)c3)CC2=O)cc1 (centres undefined)	0	-9	19	9	16	9	-5	-6
CC(=O)Nc1ccc(S(=O)(=O)NCCC(=O)NCCc2ccc(F)cc2)cc1	8	-10	-8	-6	-19	-12	18	-1
CC(C)Cn1c(CN2C(=O)c3ccccc3C2=O)nc2ccccc2c1=O	-4	-6	-4	-8	-9	7	-6	-15
CCCCSc1nnc(-c2ccc(C)cc2)n1C	-10	17	6	9	-50	-46	18	-4
Cn1c(CNC(=O)c2ccc(Cl)cc2)nnc1SCC(=O)N1CCOCC1	-1	-22	-10	-5	-13	-37	10	-2
CCSc1nc2ccccc2n1CC(=O)N1CCOCC1	-6	14	-2	-13	8	14	-9	-7
CC1(C)CC(=O)N(c2ccc(C#N)cc2)C(=O)C1	-7	12	3	0	6	8	-6	-2
CC(NC(=O)c1cccs1)c1ccc(Br)cc1 (centres undefined)	-3	-5	-12	-7	8	-11	2	-4
CNC(=O)CSCCn1c(SCC(=O)NC)nc2ccccc2c1=O	-7	-4	4	-6	-1	7	-6	3
COc1ccc(C(=O)NCCSc2ccccc2)cc1	-14	-4	-11	1	-212	-204	11	-97
CN(C)CCCNCC(=O)NN(c1ccccc1)c1ccccc1	.	-3	-8	.	-8	-2	4	5
CC1CCCC(C)N1S(=O)(=O)c1ccc(Cl)cc1 (centres undefined)	8	7	4	-2	8	5	20	10
COc1cccc(/C=N/NC(=O)Cn2cnc3c2c(=O)n(C)c(=O)n3C)c1OC	9	4	4	-10	0	14	7	-3
CCC(C)(C)NC(=O)C(c1ccc(OC)cc1)N(C(=O)CCC(=O)Nc1cc(C)on1)c1ccc(OC)c(OC)c1 (centres undefined)	1	3	-1	-8	0	7	12	-6
CC(=O)N1CCN(C(=O)C(Cc2ccccc2)NC(=O)c2ccccc2)CC1 (centres undefined)	-2	8	8	-11	-3	11	3	-3
CC(NC(=O)CNC(=O)c1ccco1)c1ccccc1 (centres undefined)	-4	-8	0	-7	12	26	13	42
COc1c(O)cccc1[C@@H](O)C1CCN(CCc2ccc(F)cc2)CC1	-13	-12	7	-4	-1	18	0	-9
O=C(OCc1ccccn1)c1ccc(COc2ccc3ccccc3c2)o1	1	-8	6	-3	-37	-146	13	-89

# 4 compounds out of the list above, arranged by the number in UBC13 inh, ascending:
SMILES,CXCR6 inh,APJ antagonist,UBC13 inh,EBI2 block,Jurkat NFkB inh,697 NFkB inh,CCR6 antag
CC(NC(=O)CNC(=O)c1ccco1)c1ccccc1 (centres undefined),-4,-8,0,-7,12,26,13
O=C(OCc1ccccn1)c1ccc(COc2ccc3ccccc3c2)o1,1,-8,6,-3,-37,-146,13
COc1c(O)cccc1[C@@H](O)C1CCN(CCc2ccc(F)cc2)CC1,-13,-12,7,-4,-1,18,0
CC(=O)N1CCN(C(=O)C(Cc2ccccc2)NC(=O)c2ccccc2)CC1 (centres undefined),-2,8,8,-11,-3,11,3

# This is a random part of the collection (roughly 3% active in at least one column).
